Bioassay records deposited in PubChem BioAssay by National Center for Advancing Translational Sciences (NCATS).
TDP1 block = blocks human tyrosyl-DNA phosphodiesterase 1; Q9NUW8; Potency, µM (top dose mostly 130 µM), inactives show at the highest dose activity change, negative = inhibition, most hits filed as inhibitors; recombinant TDP1, AlphaScreen DNA substrate cleavage; actives 0.28% (n = 350,000); AID 485290; note: nearly all actives have a fitted effect of over 40% in size
Target sequence (Q9NUW8 whole entry, looked up): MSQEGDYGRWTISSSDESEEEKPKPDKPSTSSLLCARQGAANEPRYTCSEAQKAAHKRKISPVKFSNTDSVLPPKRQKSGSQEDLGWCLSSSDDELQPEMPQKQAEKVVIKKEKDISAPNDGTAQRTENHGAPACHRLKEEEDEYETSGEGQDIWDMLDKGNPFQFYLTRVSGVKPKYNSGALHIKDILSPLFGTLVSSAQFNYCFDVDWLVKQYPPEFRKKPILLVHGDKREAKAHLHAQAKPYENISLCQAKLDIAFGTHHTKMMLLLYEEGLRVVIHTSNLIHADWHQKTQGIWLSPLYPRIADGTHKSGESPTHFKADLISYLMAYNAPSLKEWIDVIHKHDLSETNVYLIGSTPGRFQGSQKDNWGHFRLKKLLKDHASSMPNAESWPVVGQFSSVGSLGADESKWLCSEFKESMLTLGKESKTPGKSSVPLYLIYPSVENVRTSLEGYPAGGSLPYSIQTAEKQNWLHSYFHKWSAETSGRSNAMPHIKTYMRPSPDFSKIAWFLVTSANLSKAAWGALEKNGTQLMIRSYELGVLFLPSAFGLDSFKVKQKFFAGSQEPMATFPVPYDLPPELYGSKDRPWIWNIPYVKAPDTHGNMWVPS
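Signal: AlphaScreen proximity between streptavidin donor and anti-FITC acceptor beads on intact substrate. Reaction: Tdp1 1 nM, substrate 15 nM final, 5 min RT after 15 min compound preincubation.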
DT40 TDP1 no CPT = qHTS for Inhibitors of human tyrosyl-DNA phosphodiesterase 1 (TDP1): qHTS in cells in absence of CPT. DT40 Tdp1-/- hTDP1 cells, no CPT, ATP luminescence, 48 h. Potency, µM (series often up to 46.2 µM), without a hit: at the highest dose activity change, negative = growth inhibition, usual class: inhibitors. actives 15% (n = 420,000); note: nearly all actives have a fitted effect of over 55% in size
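No-CPT arm: Tdp1-/-;hTDP1 DT40 cells (400/well) plus compounds, incubated ≥48 hr at 37 °C. Readout CellTiter-Glo luminescence.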
TDP1 cell CPT = DT40-hTDP1 cell growth loss with CPT; chicken DT40 Tdp1-/-;hTDP1 cells + 20 nM CPT, ATP luminescence, 48 h; Potency, µM (series often up to 46.2 µM), inactives show at the top dose activity change, negative = growth inhibition, most hits filed as inhibitors; actives 12% (n = 420,000); AID 686979; note: nearly all actives have a fitted effect of over 55% in size
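Chicken DT40 Tdp1-/- cells complemented with human TDP1, 400 cells/well, exposed to compounds plus 20 nM camptothecin for at least 48 h at 37 C; viability read as ATP content by CellTiter-Glo luminescence.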
Starred values were filed as active, the others as inactive; ? = inconclusive; nt = not tested or not shown. Calls come from the whole dose curve; as a rule, active = well fitted curve in the direction sought with a large enough effect; inconclusive = small, poorly fitted or top-dose-only effect, or another doubt; inactive = no such curve, though single readings can be large; an effect the other way counts as inactive or inconclusive. % is set by controls: 0 for no effect and ±100 for the full control effect; potency is the fitted concentration of half-maximal effect.

Sequence of screens: TDP1 block	DT40 TDP1 no CPT	TDP1 cell CPT
[1] CCN(CC)C(=O)Cn1c(=O)c2ccccc2n2c(=S)sc(-c3cccc(C)c3)c12
  -5%	?	?
[2] CC(=O)c1ccc(Nc2nc(C(N)Cc3ccc(Cl)cc3)cs2)cc1 (configuration not stated)
  nt	?	18µM*
[3] O=C(Nc1cccc(Cl)c1N1CCCCC1)c1ccc2c(c1)OCCO2
  2%	21µM*	?
[4] N#CC(C(=O)C1CCCCC1)c1nc2ccccc2[nH]1 (configuration not stated)
  11%	?	?
[5] COc1cccc(-c2nc(SCC(=O)NCc3ccco3)c3c(=O)n(C)c(=O)n(C)c3n2)c1
  0%	-6%	-7%
[6] CCC1(c2ccc(F)cc2)NC(=O)N(CC(=O)N2CC(=O)Nc3ccccc32)C1=O (configuration not stated)
  6%	5%	3%
[7] Nn1c(SCC(=O)Nc2cccc(F)c2)nnc1C1CCCCC1
  2%	-20%	3%
[8] CCOC(=O)c1ccc(NC(=O)c2cccc(S(=O)(=O)N3CCN(C(C)=O)CC3)c2)cc1
  nt	13µM*	?
[9] Cc1c(C(=O)NCc2ccc(Cl)c(Cl)c2)sc(=O)n1Cc1ccc(S(C)(=O)=O)cc1
  nt	18µM*	?
[10] Cc1ccc(-c2csc(-c3nc(-c4ccc(Br)s4)cs3)n2)cc1
  -5%	-5%	2%
[11] C[C@H](CO)N1C[C@H](C)[C@@H](CN(C)C)Oc2c(NS(=O)(=O)c3cn(C)cn3)cccc2C1=O
  1%	-4%	9%
[12] CCCN(CC(=O)Nc1ccccc1C)C(=O)C1CCN(S(=O)(=O)c2ccc3c(c2)OCCO3)CC1
  nt	17%	-19%
[13] CCNC(=O)c1nc[nH]c1C(=O)NCC
  2%	2%	6%
[14] CCOc1ccccc1Nc1nnc(SC(C)C(=O)Nc2nc(-c3ccccc3)cs2)s1 (configuration not stated)
  6%	-21%	-10%
[15] O=C(O)C1CCCC[C@H]1C(=O)Nc1ncc([N+](=O)[O-])s1 (some centres not stated)
  nt	0%	1%
[16] Cc1cc(C)cc(-n2c(C)cc(C(=O)C(=O)Nc3ccccc3F)c2C)c1
  3%	1%	3%
[17] Cc1ccc(C(=O)N(C)c2nnc(-c3ccncc3)s2)cc1
  -3%	-23%	-5%
[18] Clc1c(CSc2nc3ccccc3o2)nc2ccccn12
  7%	?	?
[19] Cc1cc(/C=C2\C=Cc3ccccc32)cc(C)c1N
  nt	?	?
[20] NC(=O)c1cc2ccccc2o/c1=N\NC(=O)c1ccccc1O
  nt	?	?
[21] CCc1cc2c(=O)c(-c3nc4ccccc4n3C)coc2c(CN2CCCC(C)C2)c1O (configuration not stated)
  nt	9.2µM*	?
[22] Cc1cc(C)c2nc(NC(=O)c3ccc([N+](=O)[O-])o3)sc2c1
  nt	3%	-9%
[23] O=C(C1CCN(Cc2ccc(F)cc2)CC1)N(CCc1ccccc1)Cc1ccccc1
  8%	16µM*	23µM*
[24] CC(OC(=O)C1CCCC1)C(=O)Nc1ncc(Cl)cc1Cl (configuration not stated)
  1%	13%	0%
[25] Cn1cc2c(=O)n(/N=C/c3ccccc3)cnc2n1
  5%	-8%	-6%
[26] CN(C)C=Nc1ccc([N+](=O)[O-])c2ccccc12
  nt	?	5%
[27] CCOC(=O)Cc1ccc(Nc2nc3cc(-c4ccccc4C)sc3c(=O)n2C)cc1
  nt	?	?
[28] COc1ccccc1-n1c(SC)nc(O)cc1=O
  -4%	-20%	9%
[29] O=c1c2cc(-c3ccccc3)sc2nc2n1N=C(c1ccccc1)CS2
  4%	?	?
[30] O=C(CSCc1ccc(F)cc1)NCc1ccc2c(c1)OCO2
  5%	-13%	?
[31] COc1cc(Br)cc2cc(C(=O)N3CCN(c4ccccn4)CC3)c(=O)oc12
  -2%	5%	1%
[32] Cc1ccc(S(=O)(=O)NC2=C(N3CCN(Cc4ccccc4)CC3)C(=O)c3ccccc3C2=O)cc1
  0%	16µM*	23µM*
[33] O=C(Nc1cccc2cccnc12)c1ccc(-c2cccc(Cl)c2)o1
  -2%	?	-28%
[34] CC(C)Cc1nnc(NC(=O)CCC(=O)N2CCN(S(=O)(=O)c3ccccc3)CC2)s1
  3%	-23%	-13%
[35] Cc1nc2sc(C(=O)Nc3ccc(F)cc3)c(N)c2c(-c2ccc(Br)cc2)c1C(=O)Nc1ccc(Cl)cc1
  0%	?	?
[36] O=C(CNS(=O)(=O)c1ccccc1F)NNC(=O)c1ccc(Br)cc1
  -3%	-4%	?
[37] Cc1ccc(/C(=N\S(=O)(=O)c2ccc(Br)cc2)Nc2ccccc2C)cc1
  5%	?	4%
[38] Cn1nnnc1SCCNCc1cccnc1
  4%	-10%	-2%
[39] O=C(CCN1C(=O)[C@H]2CC=CC[C@H]2C1=O)NCc1nc(-c2ccccc2)no1
  1%	-2%	-5%
[40] Cc1ccccc1Nc1nc(N)nc(COC(=O)c2cccn2C)n1
  7%	-26%	-27%
[41] Cc1ccc(N2C(N)=C(C#N)C3(C(=O)N(C)c4ccccc43)C3=C2CC(C)(C)CC3=O)cc1Cl (configuration not stated)
  1%	16µM*	?
[42] O=C(Cc1csc(Nc2nc(=S)[nH]c3ccccc23)n1)NCCCN1CCN(c2ccccc2F)CC1
  10%	15µM*	8.2µM*
[43] N#Cc1cccc(NC(=O)c2cc(C3CCCCN3C(=O)C3CC3)on2)c1 (configuration not stated)
  nt	?	26µM*
[44] O=C1C=C(Nc2cccc3cccnc23)c2ccccc2C1=O
  10%	7.3µM*	5.8µM*
[45] CCCCn1nc2cc(C(=O)NCc3ccc(OC(F)(F)F)cc3)ccc2c1OC
  0%	-5%	-12%
[46] COc1ccc(CC(=O)Nc2nc3ccccc3[nH]2)cc1
  3%	?	?
[47] Cc1cc(C)cc(NC(=O)C(Nc2ccccc2)c2ccccc2)c1 (configuration not stated)
  1%	-27%	18µM*
[48] CC(=O)Nc1ccccc1OCC(=O)NCCC1=CCCCC1
  0%	?	-20%
[49] COCCNC(=O)CCCn1c(=O)c2cc(OC)c(OC)cc2n(CC(=O)c2cccc(OC)c2)c1=O
  5%	-25%	1%
[50] C=CCn1cc(C(=O)OC)c(=O)c2cc(S(=O)(=O)N3CCC(C)CC3)ccc21
  2%	-5%	-18%
[51] CCc1sc(C(=O)N2CCN(S(C)(=O)=O)CC2)cc1Br
  3%	-9%	-2%
[52] COc1ccc(CN=Cc2[nH]c3ccc(Br)c(Cl)c3c2O)cc1
  3%	?	?
[53] COc1cc(C(=O)OCC(=O)c2cc(C)n(CC3CCCO3)c2C)cc(OC)c1C (configuration not stated)
  -5%	?	?
[54] COc1ccccc1S(=O)(=O)N(C)C[C@@H]1OCc2cn(nn2)CCCC(=O)N([C@H](C)CO)C[C@H]1C
  nt	-20%	-12%
[55] COC(=O)[C@H](C)NC(=O)Nc1ccccc1C(F)(F)F
  0%	-14%	11%
[56] Cc1ccc(NC(=S)NCCc2ccccc2)c(C)c1
  1%	?	?
[57] CC1(C)Cc2c(c(N3CCOCC3)nc3sc4c(NCC5CCCO5)nnnc4c23)CS1 (configuration not stated)
  -10%	?	-27%
[58] C[C@@H]1CN([C@H](C)CO)C(=O)CCCn2nncc2CO[C@H]1CN(C)Cc1cccc(C(=O)O)c1
  nt	-20%	-15%
[59] CCn1c(SCC(=O)NCC2CCCO2)nnc1-c1ccc(S(=O)(=O)N2CCN(C)CC2)cc1 (configuration not stated)
  1%	-4%	-3%
[60] Cc1nonc1NC(=O)CSc1nc2c(C)cccc2cc1C#N
  0%	?	?

Structures shown so far that have a cyano group:
Sequence of screens: TDP1 block	DT40 TDP1 no CPT	TDP1 cell CPT
[4] N#CC(C(=O)C1CCCCC1)c1nc2ccccc2[nH]1 (configuration not stated)
  11%	?	?
[41] Cc1ccc(N2C(N)=C(C#N)C3(C(=O)N(C)c4ccccc43)C3=C2CC(C)(C)CC3=O)cc1Cl (configuration not stated)
  1%	16µM*	?
[43] N#Cc1cccc(NC(=O)c2cc(C3CCCCN3C(=O)C3CC3)on2)c1 (configuration not stated)
  nt	?	26µM*
[60] Cc1nonc1NC(=O)CSc1nc2c(C)cccc2cc1C#N
  0%	?	?

Three structures out of the list, ordered by heavy-atom count, high to low.
Sequence of screens: TDP1 block	DT40 TDP1 no CPT	TDP1 cell CPT
[35] Cc1nc2sc(C(=O)Nc3ccc(F)cc3)c(N)c2c(-c2ccc(Br)cc2)c1C(=O)Nc1ccc(Cl)cc1
  0%	?	?
[39] O=C(CCN1C(=O)[C@H]2CC=CC[C@H]2C1=O)NCc1nc(-c2ccccc2)no1
  1%	-2%	-5%
[36] O=C(CNS(=O)(=O)c1ccccc1F)NNC(=O)c1ccc(Br)cc1
  -3%	-4%	?

Next records
Sequence of screens: TDP1 block	DT40 TDP1 no CPT	TDP1 cell CPT
[61] CCCCNC(=O)COC(=O)CNC(=O)c1cc(Cl)cc([N+](=O)[O-])c1
  -5%	2%	5%
[62] O=C(N/C(=C\c1ccco1)C(=O)N1CCCCC1)c1ccc([N+](=O)[O-])cc1
  0%	-19%	-18%
[63] Cn1c(Cc2nc(-c3cnccn3)no2)nnc1SCC(=O)Nc1ccccc1
  0%	-11%	0%
[64] COC(=O)C1CCN(C(=O)Cn2nnc(-c3ccccc3)n2)CC1
  0%	-1%	3%
[65] Cc1cc(NC(=O)c2cc(-c3ccco3)on2)no1
  1%	?	?
[66] C=CCOc1c2ccc(C(=O)NCc3ccccc3OC)cc2nn1C
  1%	-11%	1%
[67] COc1ccc2cc(S(=O)(=O)Nc3ccccn3)ccc2c1
  8%	-16%	2%
[68] COc1cccc(C2/C(=C(\O)c3ccc4c(c3)OCCO4)C(=O)C(=O)N2c2nnc(C)s2)c1 (configuration not stated)
  5%	4%	-1%
[69] COc1ccccc1NC(=O)c1ccc(S(=O)(=O)N(C)c2ccccc2)cc1
  0%	?	3%
[70] CC(C)Cc1ccc(C(C)NC(=O)c2ccc(=O)[nH]c2)cc1 (configuration not stated)
  -2%	?	?
[71] COC(=O)[C@]1(C)N[C@H](CN(C)C(=O)Nc2ccc(F)cc2)[C@@H]2C(=O)N(C)C(=O)[C@@H]21
  1%	9%	13%
[72] O=C(NCCc1c[nH]c2ccccc12)C(=O)NCC(c1cccnc1)N1CCN(c2ccccc2)CC1 (configuration not stated)
  -4%	16µM*	18µM*
[73] Cc1oc(-c2ccccc2F)nc1CSCC(=O)NCCc1ccccc1
  7%	18µM*	13µM*
[74] Cc1ccc(NC(=O)CSc2nc3ccc(NC(=O)COc4ccc(C)cc4)cc3s2)cc1
  -2%	18µM*	10µM*
[75] COc1ccc(-c2c([C@H]3[C@H]4C=CC[C@@H](C)[C@@H]4C(=O)N3Cc3ccccc3)ccc3ccccc23)cc1
  4%	10µM*	10µM*
[76] CCC(NS(=O)(=O)c1ccc(C)cc1)C(=O)Nc1ccc(NC(C)=O)cc1 (configuration not stated)
  2%	7%	0%
[77] CC(C)(C)[C@H]1CCC(=O)N([C@H](CC#N)Cc2ccccc2)CC1
  nt	18µM*	?
[78] CC(c1ccco1)N(C(=O)c1ccccc1NS(=O)(=O)c1ccc(Cl)c([N+](=O)[O-])c1)c1ccccn1 (configuration not stated)
  8%	?	?
[79] COc1ccc(NC(=O)CSc2nnc(-c3cccs3)n2-c2ccccc2)cc1
  3%	-15%	-5%
[80] Cc1csc(NC(=O)CSc2nnc(-c3ccc(S(=O)(=O)N4CCCC4)cc3)o2)n1
  5%	?	8%
[81] O=C(CN1CCN(S(=O)(=O)c2ccc(F)c(Cl)c2)CC1)N1CCc2ccccc21
  1%	?	?
[82] O=c1[nH]c2ccccc2nc1/C=C/c1ccc(F)cc1
  nt	?	?
[83] COc1ccc(C(=O)Nc2ccc3nc(SCC(=O)N4CCOCC4)sc3c2)cc1
  4%	?	?
[84] COc1cc(/C=C/C(=O)OCC(=O)NC(=O)NC(C)(C)C)cc(OC)c1OC
  2%	?	-28%
[85] Cn1c(N)c(C(=O)COC(=O)COc2cc(Cl)c(Cl)cc2Cl)c(=O)n(C)c1=O
  -1%	-23%	-26%

Rewritten as labelled records: part of the list above
(80) Cc1csc(NC(=O)CSc2nnc(-c3ccc(S(=O)(=O)N4CCCC4)cc3)o2)n1
- TDP1 block: 5%
- DT40 TDP1 no CPT: ?
- TDP1 cell CPT: 8%

(82) O=c1[nH]c2ccccc2nc1/C=C/c1ccc(F)cc1
- TDP1 block: nt
- DT40 TDP1 no CPT: ?
- TDP1 cell CPT: ?

(63) Cn1c(Cc2nc(-c3cnccn3)no2)nnc1SCC(=O)Nc1ccccc1
- TDP1 block: 0%
- DT40 TDP1 no CPT: -11%
- TDP1 cell CPT: 0%

(69) COc1ccccc1NC(=O)c1ccc(S(=O)(=O)N(C)c2ccccc2)cc1
- TDP1 block: 0%
- DT40 TDP1 no CPT: ?
- TDP1 cell CPT: 3%
